USP1-UAF1 inh: inhibitors of human USP1/UAF1 deubiquitinase | Potency, µM (highest dose often 57.1 µM), for inactives: at the highest dose activity change, negative = inhibition, hits mostly inhibitors | recombinant USP1/UAF1, Ub-Rhodamine cleavage fluorescence | AID 743255 | 390,000 compounds, 0.23% hits | O94782; note: potency is the fitted concentration of half-maximal effect; % is set by controls: 0 for no effect and ±100 for the full control effect; nearly all actives have a fitted effect of over 60% in size; inactives centre near -12
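High-throughput fluorogenic screen: 1nM USP1/UAF1 complex, Ub-Rho substrate 150nM final, 50mM HEPES pH 7.8 with 0.5mM EDTA, 0.1 mg/ml BSA, 1mM TCEP and 0.01% Tween-20.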
TrxR1 inh: rat TrxR1 inhibition. O89049. recombinant rTrxR1, NADPH fluorescence consumption, selenite substrate. Potency, µM (top dose mostly 114 µM), for the others: top-dose activity change, negative = inhibition, usual class: inhibitors. 390,000 compounds, 1% hits. AID 588453; note: potency is the fitted concentration of half-maximal effect; % is set by controls: 0 for no effect and ±100 for the full control effect; nearly all actives have a fitted effect of over 65% in size
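Rat TrxR1 (90 nM in the dispensed reagent) was pre-reduced with 400 uM NADPH for 5 min at room temperature, then incubated with compound for 15 min. After 400 uM selenite was added, NADPH fluorescence (Ex 340/Em 450 nm) was followed for 8 min.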
GLS inhibitor: blocks human kidney-isoform glutaminase activity; GLS enzymatic activity, qHTS titration; O94925; Potency, µM (doses to about 45.5 µM), for the others: top-dose activity change, negative = inhibition, actives largely listed as inhibitors; 410,000 compounds, 0.21% hits; note: potency is the fitted concentration of half-maximal effect; % is set by controls: 0 for no effect and ±100 for the full control effect
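Human kidney-isoform GLS in 45 mM KH2PO4 pH 8.2, 0.02% Tween-20, with compound, started with 1mM L-Glutamine (added stock). Glutamate oxidase/HRP/Amplex red coupled fluorescence read at start and after 30 min at RT.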
IDH1 R132H inh: blocks human mutant IDH1 R132H enzyme; O75874; IDH1-R132H enzyme, NADPH consumption, diaphorase/resazurin fluorescence; Potency, µM (doses to about 76.6 µM), for the others: at the highest dose activity change, negative = inhibition, hits mostly inhibitors; 390,000 compounds, 0.093% hits; AID 602179; note: potency is the fitted concentration of half-maximal effect; % is set by controls: 0 for no effect and ±100 for the full control effect; nearly all actives have a fitted effect of over 65% in size
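IDH1-R132H (0.5 ug/mL dispensed) in pH 7.5 Tris buffer was preincubated 30 min with compound, then given a substrate mix of 0.016 mM NADPH and 2 mM alpha-KG for 80 min at room temperature; remaining NADPH was read by diaphorase/resazurin fluorescence.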
PGK inhibitor: blocks T. brucei phosphoglycerate kinase; P07378; PGK/GAPDH coupled, Kinase-Glo luminescence, 60 min; 380,000 compounds, 0.043% hits; Potency, µM (titrated, usually from 57.5 µM), for inactives: top-dose activity change, negative = inhibition, hits mostly inhibitors; note: potency is the fitted concentration of half-maximal effect; % is set by controls: 0 for no effect and ±100 for the full control effect; nearly all actives have a fitted effect of over 60% in size
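Recombinant glycosomal PGK reaction used 1,3-bisphosphoglycerate generated in-well by GAPDH (100nM final) in 100mM TEA pH 7.6, 5mM MgCl2, 0.01% Tween-20. After 60 minutes at room temperature, ATP was read by Kinase-Glo Plus luminescence end-point.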
TrxR1 substrate: substrates of rat thioredoxin reductase 1. 390,000 compounds, 0.01% hits. AID 588456. purified TrxR1 substrate turnover, NADPH consumption readout. Potency, µM (titrated, usually from 114 µM), without a hit: top-dose activity change, negative = substrate turnover; note: potency is the fitted concentration of half-maximal effect; % is set by controls: 0 for no effect and ±100 for the full control effect; nearly all actives have a fitted effect of over 50% in size
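Rat TrxR1, dispensed at 90 nM, was prereduced with 400 uM NADPH (final) for 5 min at ~22 deg C, then incubated with compound 15 min before 400 uM selenite. A first-read NADPH fluorescence drop versus no-compound background flagged substrates.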
PI4K2A block: PI4K2A (human) kinase inhibition; purified PI4K2A, ADP-Glo luminescence, 1 h; active compounds read low; activity change, negative = inhibition, % at 76.9 µM; 420,000 compounds, 0.13% hits; AID 1346378; in the data active = activity change below about -50%; inconclusive = mostly about -30% to -49%;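 note: -100% = wells without enzyme as full effect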
Target sequence (Q9BTU6 whole entry, looked up): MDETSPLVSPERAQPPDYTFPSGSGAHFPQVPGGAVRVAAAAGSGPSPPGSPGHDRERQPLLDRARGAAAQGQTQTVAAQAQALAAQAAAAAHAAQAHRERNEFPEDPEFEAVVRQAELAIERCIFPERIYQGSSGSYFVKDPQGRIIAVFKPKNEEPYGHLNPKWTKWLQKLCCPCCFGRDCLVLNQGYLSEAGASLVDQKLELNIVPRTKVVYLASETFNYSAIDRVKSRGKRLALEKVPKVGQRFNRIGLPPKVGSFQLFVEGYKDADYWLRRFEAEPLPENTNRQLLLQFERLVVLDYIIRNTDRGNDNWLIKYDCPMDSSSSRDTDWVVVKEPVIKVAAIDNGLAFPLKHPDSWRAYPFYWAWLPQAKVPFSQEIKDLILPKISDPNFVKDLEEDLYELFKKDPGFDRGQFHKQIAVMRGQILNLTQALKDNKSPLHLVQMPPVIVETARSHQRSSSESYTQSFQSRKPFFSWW
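In this quantitative HTS, ADP production by PI4K2A was quantified luminescently after 1 h at ambient temperature; 100 microM adenosine served as plate-quality control.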
HP1b chromo inh: HP1-beta chromodomain-methylated histone interaction inhibition; AID 540317; P83916; AlphaScreen HP1-beta / biotin-H3K9me3 peptide binding; 390,000 compounds, 0.56% hits; Potency, µM (doses to about 114 µM), inactives show top-dose activity change, negative = inhibition, actives largely listed as inhibitors; note: potency is the fitted concentration of half-maximal effect; nearly all actives have a fitted effect of over 70% in size; inactives centre near 23
Target sequence (P83916 whole entry, looked up): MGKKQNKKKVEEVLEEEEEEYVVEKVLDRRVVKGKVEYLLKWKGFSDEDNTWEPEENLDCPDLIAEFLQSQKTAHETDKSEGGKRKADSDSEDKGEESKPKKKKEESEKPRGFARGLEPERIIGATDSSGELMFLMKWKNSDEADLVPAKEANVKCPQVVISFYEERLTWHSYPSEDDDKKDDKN
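Compound inhibition of the preformed complex between 50 nM HP1-beta and 50 nM biotinylated H3K9me3 peptide was read by AlphaScreen. Buffer was PBS pH 7.4 with 0.01% Tween-20. Incubations ran 30 min at room temperature, with 10 ug/mL donor/acceptor beads.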
Pin1 inhibitor: blocks the human prolyl isomerase Pin1. 390,000 compounds, 0.009% hits. Potency, µM (titrated, usually from 115 µM), without a hit: at the top dose activity, negative = inhibition, actives largely listed as inhibitors. Pin1 FP peptide displacement, HiFluor488, 10 min; active = well fitted inhibition curve with a large enough effect in the polarisation, with a control signal flat, not every such curve was filed as active; inconclusive = small, poorly fitted or top-dose-only effect, or effect the other way, or a change in a side signal; inactive = no such curve, though single readings can be large or run the other way; the % refers to the polarisation; note: potency is the fitted concentration of half-maximal effect; % is set by controls: 0 for no effect and ±100 for the full control effect
Target sequence (Q13526 whole entry, looked up): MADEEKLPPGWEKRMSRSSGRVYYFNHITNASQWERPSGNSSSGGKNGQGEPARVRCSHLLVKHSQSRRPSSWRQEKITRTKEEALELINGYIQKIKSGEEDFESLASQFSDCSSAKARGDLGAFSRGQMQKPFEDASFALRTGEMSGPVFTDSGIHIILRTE
Starred values were filed as active, the others as inactive; i = inactive; ? = inconclusive; . = no result given; & = joins results of further samples; [ ] = dose if it differs, or a comment. Unless noted, calls come from the whole dose curve; as a rule, active = well fitted curve in the direction sought with a large enough effect; inconclusive = small, poorly fitted or top-dose-only effect, or another doubt; inactive = no such curve, though single readings can be large; an effect the other way counts as inactive or inconclusive. A portion of the library, so the mix of outcomes need not match the whole.

GLS inhibitor,TrxR1 substrate,IDH1 R132H inh,PGK inhibitor,USP1-UAF1 inh,PI4K2A block,Pin1 inhibitor,HP1b chromo inh,TrxR1 inh,structure
-2%,-4%,-6%,-3%,-23%,-16,?,-5%,18%,COc1ccc2nc(SCC(O)c3cccc(Br)c3)[nH]c2c1 (stereo unspecified)
-2%,-5%,1%,3%,-22%,5,-4%,30%,5%,Cc1ccccc1C(=O)NC1CCN(CC(=O)Nc2ccc3c(c2)OCCO3)CC1
0%,3%,6%,-3%,-21%,1,5%,38%,5%,CCCCc1nc2ccccc2n1Cc1nnc2n1-c1ccccc1SC2
1%,-1%,5%,3%,-11%,2,-3%,38%,3%,COc1ccc2c(=O)c(-c3ccc(OC)c(OC)c3)coc2c1
-1%,7%,-4%,-3%,-17%,-4,0%,4%,-10%,CCN(CC)S(=O)(=O)c1ccc(OCC(=O)NCc2ccco2)cc1
-1%,-7%,3%,i,-19%,-1,6%,23%,2%,O=C(COC(=O)c1sc2ccccc2c1Cl)NC1CCCCC1
-2%,-2%,-6%,i,?,-3,28%,36%,-6%,Cc1ccc(N(CC(=O)Nc2ccc(Br)cc2)S(=O)(=O)c2cccs2)cc1
-3%,-13%[57.1 µM],10%,i,-10%,-6,6%,56%[activator],32%[57.1 µM],NNC(=O)CNC(=O)CNS(=O)(=O)c1ccccc1
-6%,5%,17%,-13%,-17%,-1,-2%,21%,9%,COc1ccccc1CN(C)C(=O)c1cccc(S(=O)(=O)N2CCCC2)c1
-8%,-3%,2%,i,-1%,-1,-1%,50%[activator],-7%,CN(Cc1ccccc1)C1CC(=O)N(c2ccc(C(=O)O)cc2)C1=O (stereo unspecified)
12%,64%[activator],11%,i,-15%,-5,9%,-13%,-2%,Cc1ccc2[nH]c3c(NCc4ccco4)ncnc3c2c1
-3%,-2%,0%,-5%,-21%,-11,3%,36%,1%,CC(=O)O[C@H]1CSC[C@H]1NC(=O)c1ccccc1
34%[activator],-14%,1%,-7%,-4%,1,3%,-10%,-31%,O=C1CC(=Nc2ccccc2)NN1c1ccccc1
-5%,4%[57.1 µM],-1%,-4%,-30%,-6,-7%,11%,24%[57.1 µM],CCOC(=O)[C@H]1[C@H]2COc3ccccc3[C@@H]2N2C(=O)c3ccc(C)cc3NC(=O)[C@@]12C
11%,-5%,0%,-5%,0%,-6,2%,70%[activator],8%,CCOC(=O)Nc1sc(C)c(C)c1C(=O)OCC
19%,-19%,-5%,-4%,-8%,-1,-1%,18%,-22%,O=C(CN1CCOCC1)Nc1cccc([N+](=O)[O-])c1
-10%,-7%,-25%,-7%,?,7,-5%,-5%,15%,CCc1ccc(NC(=O)c2ccc(CN3CC(=O)N4CCCCC4C3=O)cc2)cc1 (stereo unspecified)
0%&7%,0%,4%&-5%,8%&0%,-19%&-4%,0&1,0%&6%,7%&35%,?,C=CCc1ccc(OCc2ccc(C(=O)Nc3ccc(NC(C)=O)cc3)o2)c(OC)c1
12%&0%,3%,-3%&-6%,-7%&-4%,-22%&-11%,5&-19,2%&1%,-1%&31%,?,COc1ccc(S(=O)(=O)N2CCCN(CC(=O)Nc3ccc(NC(C)=O)cc3)CC2)cc1
1%,-5%,3%,-7%,-3%,-4,27%,17%,0%,COc1cc(C(=O)OCC(=O)c2c[nH]c3ccccc23)ccc1OCC(=O)N1CCOCC1
-2%,-28%,13%,-1%,-16%,-2,6%,49%[activator],1%[57.1 µM],Cc1ccc2c(c1)N(CC(=O)NC1CCCC1)C(=O)c1cccnc1O2
16%,0%,4%,-6%,-10%,5,2%,51%[activator],10%,CC(C)C(=O)Nc1ccc2c(c1)nc(CCN1CCN(c3ccccc3)CC1)n2C
17%,3%,13%,-10%,-12%,2,2%,55%[activator],6%,CCN(CC)C(=S)Nc1c(C)n(C)n(-c2ccccc2)c1=O
2%,-3%,12%,-2%,-31%,-5,35%[activator],33%[activator],-3%,NC(=O)CC(NC(=O)Cc1ccc(Cl)cc1)c1ccc(NCc2ccccc2)c([N+](=O)[O-])c1 (stereo unspecified)
2%,2%[57.1 µM],-5%,5%,-10%,-6,3%,-13%,-2%[57.1 µM],O=C(CCC(=O)c1cccs1)Nc1ccc(N2CCCCC2)cc1

2 compounds from above, limited to HP1b chromo inh and TrxR1 substrate.
Compound | HP1b chromo inh | TrxR1 substrate
Cc1ccc2[nH]c3c(NCc4ccco4)ncnc3c2c1 | -13% | 64%[activator]
CC(=O)O[C@H]1CSC[C@H]1NC(=O)c1ccccc1 | 36% | -2%

More compounds.
GLS inhibitor,TrxR1 substrate,IDH1 R132H inh,PGK inhibitor,USP1-UAF1 inh,PI4K2A block,Pin1 inhibitor,HP1b chromo inh,TrxR1 inh,structure
-4%,-3%[57.1 µM],-6%,7%,-7%,-3,-11%,28%,-1%[57.1 µM],CCCCCNS(=O)(=O)c1ccc(N2CCCCS2(=O)=O)cc1
-5%,3%,0%,-3%,-19%,0,3%,24%,6%,Cc1ccc(C(=O)C2CCN(CC(=O)NCc3ccc(F)cc3)CC2)cc1
-4%,.,0%,-4%,-9%,-5,.,.,.,CCN1C(=O)[C@H]2[C@@H](c3ccc(C(F)(F)F)cc3)N[C@]3(CCCN(Cc4ccc(C)cc4)C3=O)[C@H]2C1=O
1%,-10%,8%,-7%,?,2,?,91%[activator],-16%,Cc1ccc(CN(Cc2ccco2)C(=O)COc2ccc(C(C)C)cc2)cc1
0%,1%,3%,.,1%,0,-5%,32%,16%,CC(=O)NCCc1nc2cc(NC(=O)c3ccc(Cl)cc3)ccc2n1C
10%,5%,2%,0%,-16%,3,13%,?,4%,Cc1ccccc1-n1c(SC/C(O)=C(\C#N)c2nc3ccccc3[nH]2)nnc1-c1ccncc1
.,59%[activator],.,.,.,.,14%,11%[57 µM],56%[activator],COc1ccc(N2C(=O)c3ccccc3NC2c2ccc(OC)c(COc3ccccc3F)c2)cc1 (stereo unspecified)
2%,3%,7%,i,-8%,2,0%,-15%,22%[11.4 µM],CCCCCCn1c(Br)nc2c1c(=O)n(C)c(=O)n2C
15%,-7%,23%,2%,-4%,-4,-7%,36%,-8%,COc1cccc(OCc2cc(=O)n3cc(C)sc3n2)c1
-3%,0%[57.1 µM],-3%,5%,-28%,-2,-4%,34%,-14%[57.1 µM],CC1(C)O[C@@H]1COc1c2ccoc2cc2oc(=O)ccc12
-14%,20%[57.1 µM],9%,-8%,-13%,-14,0%,31%,0%[57.1 µM],CCOC(=O)c1ccc(Nc2ncnc3nc[nH]c23)cc1
19%,7%,2%,5%,-19%,-5,11%,19%,22%,COc1ccc(OCc2ccc(-c3nc4ccccc4c(=O)n3N)o2)cc1
1%,-3%,-2%,-9%,-17%,0,-7%,20µM*,-23%,S=c1sscc1-c1ccccc1
1%,4%[57.1 µM],7%,-3%,-7%,2,-4%,17%,-1%[57.1 µM],O=C(c1ccc(C#CC2(O)CCCCC2)cc1)N1CCOCC1
6%,-5%,0%,-1%,-13%,7,0%,6%,-3%,CCc1nc(SCC(=O)Nc2ccc(F)cc2)c2c(=O)n(C)c(=O)n(C)c2n1
6%,-8%,-10%,2%,4%,-5,-2%,28%,-4%[57.1 µM],Cc1nn(CCN)c(C)c1Cl
3%,-2%,8%,2%,-13%,3,-3%,43%[activator],-7%,CCn1nc(C)cc1C(=O)N(C)C1CCCN(Cc2ccccc2F)C1 (stereo unspecified)
-2%,1%,-1%,i,-21%,-1,-6%,-3%,14%,NS(=O)(=O)c1cc(C(=O)Nc2ccc3c(c2)OCCCO3)ccc1Cl
?,7%[57.1 µM],1%,2%,-12%,1,3%,-10%,17%[57.1 µM],COC(=O)c1ccc(CN(c2ccc(C)cc2)S(=O)(=O)c2ccc3c(c2)OCCO3)o1
4%,141%[activator],0%,-6%,?,-1,-2%,-2%,43%[activator],CCOCCCNC(=O)c1ccc(-c2nc(CS(=O)(=O)c3ccccc3)c(C)o2)cc1
1%,-4%,5%,-4%,-10%,-1,-2%,13%,10%,CC(C)C(=O)Nc1cccc(-c2cnc3ccccc3n2)c1
4%,0%,7%,-5%,?,0,0%,66%[activator],5%,Clc1ccc(-c2ccccc2)cn1
-3%,-2%,0%,-3%,-10%,-6,10%,10%,17%,COc1ccc(C)cc1NC(=O)CCCN1C(=O)C(c2ccccc2)Oc2cccnc21 (stereo unspecified)
-1%,4%[57.1 µM],1%,i,-2%,3,1%,26%,-2%[57.1 µM],CCn1c(COc2ccccc2C)nnc1SCC(=O)Nc1ccc2c(c1)OCCO2
-3%,3%,-3%,-9%,-18%,5,1%,25%,20%,O=C(CN=C1NS(=O)(=O)c2ccccc21)OCC(=O)c1cc(F)ccc1F
0%,-4%,-3%,-3%,-19%,-1,3%,20%,3%,CC(C)(C)C1CCC(=NNC(=O)c2ccccc2-n2cccc2)CC1 (stereo unspecified)
4%,-11%,-3%,i,-15%,-3,-9%,24%,-16%,COc1cccc(CC(NC(C)=O)C(=O)NC2CCN(c3c(Cc4ccccc4)c(C)nc4ncnn34)CC2)c1 (stereo unspecified)
2%,5%,9%,i,-15%,-2,5%,34%,22%,CC(C)CC(Nc1ncnc2scc(-c3ccccc3)c12)C(=O)O (stereo unspecified)

High-throughput results as filed in PubChem BioAssay.
